# Shiga toxin inh: blocks Shiga toxin action in Vero cells; Vero cells, Shiga toxin protein synthesis inhibition reporter; inhibition, % at 38.7 µM; actives 9.2% (n = 290,000); in the data active = inhibition mostly above about 28%, no sharp cut-off; inactive = mostly below about 43%; also: 0% is about no effect
# AMA1-RON2 inh: disrupts binding of P. falciparum AMA1 to RON2 | AlphaScreen AMA1-biotinylated RON2 peptide binding | Potency, µM (highest dose often 58.2 µM), for the others: top-dose activity change, negative = inhibition, hits mostly inhibitors | actives 0.2% (n = 360,000) | AID 720542;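 also: potency is read from the fitted curve at half-maximal effect; 0% = vehicle wells and -100% = peptide control; nearly all actives have a fitted effect of over 45% in size; some results filed as inactive show a strong effect at the top dose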
#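 AMA1 (3D7) with his tag at 25 nM final met compounds first, then biotinylated RON2 peptide at 25 nM; detection used donor plus acceptor beads, 10 µg/mL apiece, read by AlphaScreen after 30 min at room temperature.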
# AmpC detergent: inhibitors of E. coli AmpC beta-lactamase with detergent; AmpC hydrolysis of nitrocefin, absorbance 480 nm, 0.01% Triton; P00811; actives 0.041% (n = 370,000); Potency, µM (series often up to 114 µM), without a hit: at the top dose activity change, negative = inhibition, usual class: inhibitors;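 also: potency is read from the fitted curve at half-maximal effect; 0% = no-compound wells and -100% = no-enzyme wells; nearly all actives have a fitted effect of over 25% in size; some results filed as inactive show a strong effect at the top dose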
# Target sequence (P00811 whole entry, looked up): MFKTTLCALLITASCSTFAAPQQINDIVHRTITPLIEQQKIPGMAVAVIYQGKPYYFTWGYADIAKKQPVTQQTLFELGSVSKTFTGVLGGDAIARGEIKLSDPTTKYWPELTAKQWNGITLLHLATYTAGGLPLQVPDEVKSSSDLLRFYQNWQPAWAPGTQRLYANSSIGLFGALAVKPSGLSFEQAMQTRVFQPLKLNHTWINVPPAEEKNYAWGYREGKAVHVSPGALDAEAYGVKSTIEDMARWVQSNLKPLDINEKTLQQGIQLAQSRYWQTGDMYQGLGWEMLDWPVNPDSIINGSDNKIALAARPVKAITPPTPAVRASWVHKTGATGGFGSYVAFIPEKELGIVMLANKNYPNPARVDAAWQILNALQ
#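 AmpC (5.3 nM in the dispensed reagent) in 20 mM phosphate pH 7.0 with 0.01% (detergent screen) or 0.0001% Triton X-100 was preincubated with compounds for 15 min at room temperature. Nitrocefin was then added from an 800 uM solution, and hydrolysis was followed at 480 nm.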
# FBPA Giardia inh: Giardia lamblia aldolase inhibition; purified Giardia FBPA; Potency, µM (top dose mostly 59.6 µM), for the others: at the top dose activity, negative = inhibition, usual class: inhibitors; actives 0.71% (n = 290,000); AID 2451; also: potency is read from the fitted curve at half-maximal effect; % is scaled to controls: 0 for no effect and ±100 for the full control effect; nearly all actives have a fitted effect of over 55% in size
# Target sequence (A8B2U2 whole entry, looked up): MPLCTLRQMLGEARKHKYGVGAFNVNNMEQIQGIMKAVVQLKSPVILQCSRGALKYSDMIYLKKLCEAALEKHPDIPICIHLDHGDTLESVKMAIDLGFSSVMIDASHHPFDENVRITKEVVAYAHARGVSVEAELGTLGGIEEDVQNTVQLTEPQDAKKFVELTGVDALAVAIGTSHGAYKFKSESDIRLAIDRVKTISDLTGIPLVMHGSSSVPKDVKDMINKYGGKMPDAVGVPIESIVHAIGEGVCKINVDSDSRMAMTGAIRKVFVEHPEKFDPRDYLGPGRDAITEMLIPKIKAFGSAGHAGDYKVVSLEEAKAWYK
#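 40 nM FBPA preincubated 10 min at RT with compound (up to 57.5 uM final), then substrate plus GAPDH/TPI/NAD/arsenate coupling and diaphorase/resazurin added. Fluorescence read after 20 min at RT, 525/598 nm.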
# CHX counter: affects cycloheximide protein synthesis inhibition readout, counter-screen; actives 12% (n = 300,000); max response, %; cell reporter, cycloheximide protein synthesis inhibition counterscreen; in the data active = max response mostly above about 13%, no sharp cut-off; inactive = mostly below about 14%; also: read at 38.3 µM for the half of the compounds with a filed dose; 0% is about no effect
# HCMV inh: blocks human cytomegalovirus replication | HFF cells, HCMV-luciferase reporter, 72 h; active compounds read low | activity change, negative = inhibition, % at 57.5 µM | actives 4.5% (n = 410,000); in the data active = activity change below about -60%; inconclusive = no clear call, values can overlap the other calls; inactive = above about -39%; also: % is scaled to controls: 0 for no effect and ±100 for the full control effect
#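 Human foreskin fibroblasts infected with luciferase-reporter HCMV at MOI 1 PFU/cell, compounds at two doses. Luciferase measured 72 h post infection; normalized to buffer-only basal and Salinomycin (10uM) controls.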
# AmpC inh no detg: blocks E. coli AmpC beta-lactamase in detergent-free assay; P00811; AmpC nitrocefin hydrolysis, absorbance 480 nm, 0.0001% Triton; Potency, µM (top dose mostly 57.1 µM), for inactives: top-dose activity change, negative = inhibition, usual class: inhibitors; actives 0.52% (n = 330,000);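 also: potency is read from the fitted curve at half-maximal effect; plate controls were no compound for no effect and no enzyme for full effect; nearly all actives have a fitted effect of over 20% in size; some results filed as inactive show a strong effect at the top dose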
#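 20 mM phosphate pH 7.0 + 0.01% (detergent screen) or 0.0001% Triton X-100; 5.3 nM AmpC reagent; cpd preinc 15 min RT; nitrocefin (800 uM stock) to start; A480 q20 s × 4 min; Activity was normalised to no-enzyme and no-compound control wells.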
# Active calls of the source: *; ? = inconclusive; / = no result given; + = active, no number; [ ] = dose if it differs, or a comment. Unless noted, calls follow the shape of the dose curve; as a rule, active = well fitted curve in the direction sought with a large enough effect; inconclusive = small, poorly fitted or top-dose-only effect, or another doubt; inactive = no such curve, though single readings can be large; an effect the other way counts as inactive or inconclusive.
No. | Structure | Shiga toxin inh | AMA1-RON2 inh | AmpC detergent | FBPA Giardia inh | CHX counter | HCMV inh | AmpC inh no detg
1 | CCCCCCNc1nc(NCc2ccco2)nc(OCC)n1 | 25 | -5% | 9% | -2% | 17 | -2 | 0%
2 | NC(=S)Nc1nc2ccccc2s1 | 64* | 85%[activator] | -6% | 5.6µM* | 38* | -108* | -39%
3 | O=C(CN(Cc1ccc2c(c1)OCO2)C(=O)CNC(=O)c1ccco1)NC1CCCCC1 | -2 | 0% | -1% | 4% | -4 | 7 | 1%
4 | COc1cc(/C=N/NC(=O)c2ccc(-n3cccc3)cc2)ccc1O | 2 | -6% | -14% | -2% | -2 | ? | 14µM*
5 | CC(C)(C)SCCNC(=O)Nc1ccccc1 | 19* | 9%[11.6 µM] | -6% | 6% | 21* | 14 | -20%
6 | CC1(C)N=C(/C=N/O)CN1O | -15 | 9% | ? | -4% | 2 | -9 | -11%
7 | CC(=O)Nc1cccc2c1OCCO2 | 10 | 1% | -10% | 6% | 0 | 18 | -13%
8 | NC(=O)c1nn(-c2ccccc2)c(=O)cc1O | -17 | 5% | 4% | -4% | -2 | -8 | -10%
9 | CC1(c2ccc(OC(F)F)cc2)NC(=O)N(/N=C/c2c(O)ccc3ccccc23)C1=O (stereo unspecified) | -2 | 3% | 6% | -9% | 5 | 11 | -20%
10 | Cc1ccc(CNC(=O)c2ccc(CS(=O)(=O)c3ccccc3)o2)cc1 | -9 | 14% | -1% | / | -2 | -61* | -10%
11 | CC(Oc1ccc(S(=O)(=O)N2CCCC2)cc1[N+](=O)[O-])C(=O)N(C)c1ccccc1 (stereo unspecified) | / | -3% | ? | / | / | 3 | 12%
12 | Cc1noc(C)c1NC(=O)Nc1cccc2c1O[C@@H](CN(C)Cc1ccc3c(c1)OCO3)[C@@H](C)CN([C@H](C)CO)C2=O | / | 0% | / | / | / | 10 | -5%
13 | CN(CC(=O)Nc1ccc(N2CCOCC2)cc1)C(=O)c1ccc(O)c(Cl)c1 | 22 | 14% | ? | / | -1 | -6 | -12%
14 | COCCn1c(SCC(=O)Nc2cc(C)on2)nnc1C(C)C | -10 | -5% | 0% | 0% | -3 | -6 | 10%
15 | COc1ccc(C(=O)/C=C/C(=O)N(CC(=O)NC2CCCCC2)Cc2ccc(F)cc2)c(O)c1 | -4 | -16% | 2% | 2% | -1 | -116* | 31%
16 | CC(C)(/C=N/O)/[N+]([O-])=C/c1ccccc1C(F)(F)F | -4 | 9% | 3% | -1% | -1 | -9 | -18%
17 | O=C(O)/C=C\C(=O)Nc1cccc(C(=O)Nc2cccc(O)c2)c1 | 77* | -17% | 4% | 14% | 28* | -33 | -21%
18 | CC1CC(C)CN(C(=O)c2ccc(N3CC4CC(C3)c3cccc(=O)n3C4)c([N+](=O)[O-])c2)C1 (stereo unspecified) | -11 | 2% | -3% | -4% | -3 | -3 | 53%
19 | Cc1nc2c(C(=O)N3CCCCC3)cnn2c(C)c1Cc1ccccc1F | 157* | -2% | 2% | 5% | 71* | -10 | 75%[activator]
20 | CC(=O)c1ccccc1NC(=O)COC(=O)CCC1CCCC1 | / | 72%[activator] | / | / | / | -5 | -18%
21 | CC(=O)Nc1cccc(NC(=O)CS(=O)(=O)c2cn(CC(=O)N(C(C)C)C(C)C)c3ccccc23)c1 | -11 | -2% | 0% | / | 13 | 32 | -6%
22 | CCOc1ccc(C(=O)Nc2cc(S(=O)(=O)Nc3ccccc3Cl)ccc2N2CCOCC2)cc1 | 5 | -1% | -15% | 1% | 10 | -21 | -32%
23 | CC1CN(C(=O)CCC(=O)NCCCN2CCN(Cc3ccccc3)CC2)c2cc(Cl)ccc2O1 (stereo unspecified) | -5 | -7% | 2% | / | -9 | 0 | 175%[activator]
24 | Cc1cc2nn(-c3ccccc3)nc2cc1NC(=O)c1cccs1 | + | 14% | ? | 4% | 22* | 68 | -13%
25 | COc1ccc(NC(=O)CNc2cccc(S(=O)(=O)N3CCCCCC3)c2)c([N+](=O)[O-])c1 | / | -10% | 5% | / | / | -12 | -14%

# Only HCMV inh, for some of the entries so far:
cpd	Molecule	HCMV inh
6	CC1(C)N=C(/C=N/O)CN1O	-9
9	CC1(c2ccc(OC(F)F)cc2)NC(=O)N(/N=C/c2c(O)ccc3ccccc23)C1=O (stereo unspecified)	11
23	CC1CN(C(=O)CCC(=O)NCCCN2CCN(Cc3ccccc3)CC2)c2cc(Cl)ccc2O1 (stereo unspecified)	0

# Profiles, quoted from the list:
# `NC(=S)Nc1nc2ccccc2s1` is listed as Shiga toxin inh = 64*; AMA1-RON2 inh = 85%[activator]; AmpC detergent = -6%; FBPA Giardia inh = 5.6µM*; CHX counter = 38*; HCMV inh = -108*; AmpC inh no detg = -39%
# `NC(=O)c1nn(-c2ccccc2)c(=O)cc1O` is listed as Shiga toxin inh = -17; AMA1-RON2 inh = 5%; AmpC detergent = 4%; FBPA Giardia inh = -4%; CHX counter = -2; HCMV inh = -8; AmpC inh no detg = -10%

# Laid out differently: results already given.
# Screens in order: Shiga toxin inh	AMA1-RON2 inh	AmpC detergent	FBPA Giardia inh	CHX counter	HCMV inh	AmpC inh no detg
13. CN(CC(=O)Nc1ccc(N2CCOCC2)cc1)C(=O)c1ccc(O)c(Cl)c1
    22	14%	?	/	-1	-6	-12%
14. COCCn1c(SCC(=O)Nc2cc(C)on2)nnc1C(C)C
    -10	-5%	0%	0%	-3	-6	10%
15. COc1ccc(C(=O)/C=C/C(=O)N(CC(=O)NC2CCCCC2)Cc2ccc(F)cc2)c(O)c1
    -4	-16%	2%	2%	-1	-116*	31%
16. CC(C)(/C=N/O)/[N+]([O-])=C/c1ccccc1C(F)(F)F
    -4	9%	3%	-1%	-1	-9	-18%

# Given in transposed form: part of the list above.
16	CC(C)(/C=N/O)/[N+]([O-])=C/c1ccccc1C(F)(F)F
17	O=C(O)/C=C\C(=O)Nc1cccc(C(=O)Nc2cccc(O)c2)c1

entry no.	16	17
Shiga toxin inh	-4	77*
AMA1-RON2 inh	9%	-17%
AmpC detergent	3%	4%
FBPA Giardia inh	-1%	14%
CHX counter	-1	28*
HCMV inh	-9	-33
AmpC inh no detg	-18%	-21%

# The results go on:
No. | Structure | Shiga toxin inh | AMA1-RON2 inh | AmpC detergent | FBPA Giardia inh | CHX counter | HCMV inh | AmpC inh no detg
26 | COc1ccc2c(c1)[nH]c(=O)c1sc3ccccc3c12 | -13 | 3% | ? | 0% | -2 | / | -34%
27 | CCN(CC)S(=O)(=O)c1cccc(C(=O)N[C@H](C(=O)Nc2nc3ccc(F)cc3s2)C(C)C)c1 | 104* | -7% | ? | 0% | 40* | 150 | -3%
28 | Cc1ccc(N2C(=O)NC(=O)C(CCc3ccccn3)(Cc3ccc(F)cc3)C2=O)cc1 (stereo unspecified) | -18 | -8% | -12% | -4% | -3 | -7 | -16%
29 | CCOC(=O)CSc1[nH]c2cc(OC)ccc2c1[N+](=O)[O-] | 14 | 10% | 0% | -3% | -5 | 12 | -10%
30 | O=C(N[C@@H]1C/C=C\C[C@H](CC(=O)N(CCO)Cc2ccccc2)C(=O)N[C@@H](Cc2c[nH]c3ccccc23)COC1=O)OCC1c2ccccc2-c2ccccc21 | / | -5% | / | / | / | -21 | 169%[activator]
31 | CC(=O)C1=NOC(CNc2ncc(C(F)(F)F)cc2Cl)C1 (stereo unspecified) | 81 | 7% | 0% | -1% | 17* | -20 | 8%
32 | CCOc1ccccc1NC(=O)/C=C/c1ccc(S(=O)(=O)N2CCOCC2)cc1 | / | 4% | -11% | / | / | -5 | 49%
33 | CCCN(CC1CC1)C(=O)CSc1ncnc2sc(C)c(C)c12 | -9 | -9% | 4% | 8% | -1 | -83* | -8%
34 | Cn1cnnc1SCC(=O)c1ccc2c(c1)OCO2 | -5 | 1% | ? | 7% | -2 | -9 | -23%
35 | CCOC(=O)C1CCN(C(=O)c2ccccc2NC(=O)c2ccc(Cl)cc2)CC1 | -2 | 7% | -2% | 17% | 0 | -15 | -10%
36 | CC1CCCCN1C(=O)Cn1nnc(-c2cccnc2)n1 (stereo unspecified) | 12 | 7% | -7% | -10% | 2 | -17 | 31%
37 | Cc1ccc(C)c(NC(=O)CCc2c(C)nn(-c3ccc(N4CCCCC4)nn3)c2C)c1 | -2 | -2% | 10% | 2% | 18 | 19 | 91%[activator]
38 | Cc1cccc(C(=O)OCC(=O)NCc2ccco2)c1 | / | 2% | 2% | / | / | -40 | -24%
39 | O=S(=O)(c1ccc(Br)cc1)N1CCC(c2nc3ccccc3[nH]2)CC1 | 20 | -4% | 3% | / | -3 | ? | -41%
40 | CCN1CCN(C(=O)CCNC(=O)Cn2cnc3ccccc3c2=O)CC1 | -2 | -3% | ? | 4% | -1 | 32 | -6%
41 | C=CCN1C(=O)c2ccc(C(=O)N(CCOC)c3c(N)n(CCCC)c(=O)[nH]c3=O)cc2C1=O | / | -3% | 0% | / | / | -20 | -24%
42 | Cc1cc(C(F)F)n2nc(C(=O)Nc3sc4c(c3C#N)CCC(C)C4)nc2n1 (stereo unspecified) | -14 | 7% | -15% | 9% | -6 | 4 | -14%
43 | CN(C)S(=O)(=O)c1cccc(NC(=O)CN2C(=O)NC(Cc3ccccc3)C2=O)c1 (stereo unspecified) | / | -9% | -1% | / | / | -27 | -29%
44 | O=C1NC(=O)N(Cc2ccc(F)cc2)C(=O)/C1=C\c1ccc([N+](=O)[O-])s1 | 19 | -27% | -6% | -29% | -3 | -13 | 11µM*
45 | CCOC(=O)C1(CCCc2ccccc2)CCN(C(=O)CSC)CC1 | -8 | -4% | -9% | -6% | -2 | 9 | 106%[activator]
46 | CC(=O)Nc1cccc(NC(=O)CSc2nc(C)c(C)c(C)c2C#N)c1 | -2 | 5% | -11% | -6% | 11* | -12 | -18%
47 | COc1cc(S(=O)(=O)N(Cc2cccnc2)Cc2cccc(OC)c2OC)ccc1-n1cnnn1 | -2 | 25% | 0% | ? | -3 | 0 | 122%[activator]
48 | O=C(NNC(=O)c1ccccc1Br)c1ccc(Cl)cc1 | 21 | 58%[activator] | 1% | -3% | 6 | 28 | -13%
49 | Cc1ccc(C)c(NC(=O)CSc2c(C)n[nH]c2C)c1 | -3 | 11% | 1% | 2% | -4 | -34 | -15%
50 | O=C(COc1ccccc1)Nc1cccc(-c2nc3ccccc3[nH]2)c1 | 39 | -7% | -10% | -2% | 22* | 28 | -30%
51 | Cc1onc(-c2ccccc2)c1C(=O)Nc1cccc(C#N)c1 | -11 | 12% | 3% | 6% | -4 | -15 | 11µM*
52 | Cc1onc(-c2ccccc2Cl)c1C(=O)Nc1ccc(S(=O)(=O)NCC2CCCO2)cc1 (stereo unspecified) | -13 | -24% | -7% | -1% | -1 | 2 | -26%

# Source: PubChem BioAssay (National Center for Advancing Translational Sciences (NCATS))
